Screening data deposited in PubChem BioAssay by Broad Institute.
FN deposit inh – inhibitors of fibronectin matrix deposition, primary screen, AH1F cells, Alexa488-fibronectin fluorescence, plate reader. hit rate 0.086% among 350,000. AH1F fibroblasts, overnight. inhibition, % at 12.6 µM;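 active = mean inhibition across replicates of 30% or more, regardless of how many single replicates reach that level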;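 also: positive control wells lacked labelled fibronectin entirely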
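Material: AH1F fibroblasts assembling fluorescent fibronectin matrix; amount: 10000 AH1F cells/well; medium: DMEM, 2% serum; reagent: Alexa488-fibronectin, 24 nM final in well; dosing: single compound dose, delivered by pin transfer; incubation: 1 h adhesion, overnight exposure; detection: fluorescence after three HBSS washes, excitation 485 nm, emission 525 nm; measure: fibronectin deposition inhibition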
Cneo AK release – Cryptococcus neoformans cell lysis inducers, primary screen, AK release luminescence, single concentration | lysis activity, % at 15 µM | C. neoformans lysis, adenylate kinase release luminescence, 4 h; normalised: neutral wells 0, clomiphene wells 100 | hit rate 0.2% among 360,000 | AID 651654, 2012;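 active = mean lysis activity across replicates of at least 80%, whatever share of replicates individually reach that level; inactive = mean lysis activity below 80%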
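Test system: log-phase Cryptococcus neoformans yeast cells. Input: 5 × 10^6 yeast cells/mL. Medium: fresh YPD growth medium. Doses: single dose. Incubation: static 4 h at 37 °C with compound, 1 h detection. Measured by: luminescent adenylate kinase detection reagent. Read-out: signal increase indicating cell lysis. Benchmarks: Clomiphene.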
Statin myotox sup – suppressors of statin myotoxicity in C2C12 myotubes, primary screen, cell-based, single point, plate reader | C2C12 myotubes + simvastatin, ATP luminescence, 48 h; scaled: DMSO 0, geranylgeraniol control 100 | rescue of ATP level, % at 7.49 µM | hit rate 0.78% among 330,000 | AID 602340, 2012;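 active = mean ATP rescue above about 67%, or every replicate alone reaching that limit, limit read from the data, passing the limit was not always enough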;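 also: myotubes were challenged with 10 µM simvastatin during compound exposure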
miR-122 sensor – miR-122 Renilla sensor signal increase in Huh7, primary screen, miR-122 inhibitor project, cell-based, single point, plate reader; hit rate 0.3% among 340,000; Huh7 miR-122 Renilla luciferase sensor, 48 h; neutral wells = 0, positive control = 100; activation (reporter increase), % at 12.5 µM; AID 602342, 2012;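 active = mean replicate activation score at least 90 and every replicate individually at or above 90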;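 also: higher luciferase means less miR-122 activity so hits act as miR-122 inhibitors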
INS-1E GSIS act – GLuc luminescence reporter in INS-1E cells, primary screen for activators of glucose-dependent secretion of insulin; INS-1E GLuc reporter insulin secretion, 2-3 h; activation, % at 16.6 µM; hit rate 0.61% among 370,000;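 active = lowest replicate activation of at least 40%, so every replicate reaches that level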;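 also: 0% = median of neutral control wells and 100% = median of IBMX positive control wells; some compounds called inactive have numbers as strong as hits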
CFTR F508del cor – F508del CFTR correction, initial screen, CFBE line, single point; activity (quench increase), % at 7.58 µM; CFBE cells, YFP halide quenching; stimulated with forskolin plus potentiator P3; % fluorescence drop versus neutral controls; hit rate 0.36% among 350,000;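 active = mean added fluorescence quench of at least 8% versus neutral control, with both replicates also reaching 8%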;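 also: cells transiently co-express mutant CFTR-F508del with the halide-sensitive YFP; corrector assay measuring rescue of mutant channel to the surface after 24 h compound exposure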
PglD inh – C. jejuni PglD acetyltransferase inhibitors, primary screen, biochemical, DTNB colorimetric, single point. purified PglD enzyme, DTNB colorimetric CoA detection. inhibition, % at 12.5 µM. AID 602405, 2012. UDP-N-acetylbacillosamine N-acetyltransferase PglD (Campylobacter jejuni). hit rate 0.098% among 360,000; in the data active = inhibition above about 16%, passing the limit was not always enough; also: strong numbers were not always called active
PGC1a acetyl inh – inhibitors of PGC1a acetylation signal, primary screen, cell-based, U2OS, AlphaScreen, inhibitor mode; AlphaScreen anti-acetyl-lysine; with virally co-expressed GCN5 acetyltransferase; inhibition, % at 15.6 µM; hit rate 0.17% among 350,000; AID 651687, 2012;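 active = every replicate shows inhibition of at least 40%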;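 also: 0% = neutral control wells and 100% = positive control wells; some results beyond the cut were filed as inactive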
The depositor's hits bear a star; . = no result given; [ ] = dose if it differs, or a comment.

SMILES | FN deposit inh | Cneo AK release | Statin myotox sup | miR-122 sensor | INS-1E GSIS act | CFTR F508del cor | PglD inh | PGC1a acetyl inh
Cn1c(=O)n(C)c2cc(S(=O)(=O)NCCOCCO)ccc21 | 0 | 1 | -9 | -2 | 19 | . | 1 | 9
CCOC(=O)c1[nH]c2c(c1-c1ccccc1)C(=O)CC(c1ccc(OCC)cc1)C2 (stereo not given) | -12 | -6 | -23 | 6 | 3 | -0.3 | 6 | -8
COc1ccc(N2CCN(CC(O)COc3ccccc3[N+](=O)[O-])CC2)cc1 (stereo not given) | . | . | -5 | -9 | -3 | 3.4 | . | -5
CCOC(=O)c1cnc(-n2nc(C)cc2C)nc1NC1CCCC1 | -9 | 21 | . | -4 | -10 | 2.4 | -1 | -1
COc1ccc(-c2cc(C(F)(F)F)nc(SCC(=O)N(C)Cc3cnn(C)c3C)n2)cc1OC | 8 | 0 | . | . | 35 | . | 2 | .
CCN(C[C@H]1N[C@@](Cc2ccccc2)(C(=O)OC)[C@H]2C(=O)N(C)C(=O)[C@@H]12)C(=O)COC | 2 | -1 | 8 | -7 | . | 0.0 | 5 | 1
CCOc1ccc(CCNC(=O)COC(=O)c2ccc(OC(C)C)cc2)cc1OCC | 3 | 9 | 13 | . | -4 | -2.5 | 0 | .
Cc1cc2ccccc2c(=O)[nH]1 | . | 0 | 5 | -1 | 6 | . | 4 | -1
O=C(Cc1ccccc1)N1CC[C@@H]2[C@H](CO)Nc3ccc(-c4ccccc4)cc3[C@@H]21 | 6 | -14 | -23 | -10[16.7 µM] | -4 | 1.1 | 0 | 1
CO[C@@H]1CN(C)C(=O)c2ccc(NC(=O)c3cc(C)on3)cc2OC[C@@H](C)N(C(C)=O)C[C@@H]1C | -10 | 0 | 10 | -5[16.7 µM] | -4 | 0.7 | 1 | 6
COc1ccccc1NC(=O)C(C(C)C)N1C(=O)c2ccccc2C1=O (stereo not given) | -1 | -1 | 4 | -4 | -7 | 0.5 | -1 | 3
COc1ccc(Cl)cc1NC(=S)NCCSc1ccc(C)cc1 | 3 | 4 | . | 1 | 1 | . | -2 | 6
O=C(C1CCN(S(=O)(=O)c2cnc[nH]2)CC1)N1CCc2ccccc2C1 | -9 | 3 | -17 | -4 | . | . | -7 | 6
CCCCCN(C(=O)CCC(=O)OCC(=O)Nc1cccc(SC)c1)c1c(N)n(CCCC)c(=O)[nH]c1=O | -14 | . | 10 | -6 | 0 | -3.5 | . | 3
O=C(C[C@@H]1CC[C@@H](NC(=O)Nc2ccc3c(c2)OCO3)[C@@H](CO)O1)NCCCN1CCOCC1 | -7 | . | 7 | . | 22 | -3.9 | . | 0
COC(=O)c1ccc(COC(=O)CNC(=O)CNC(=O)c2ccc(OC)cc2)cc1 | 1 | . | . | . | 2 | 2.2 | . | 0
CNC[C@@H]1Oc2cc(C#Cc3ccncc3)ccc2S(=O)(=O)N([C@H](C)CO)C[C@@H]1C | 3 | . | -3 | . | 9 | 0.1 | . | 3
CCC(=O)N1[C@H](C(=O)Nc2nccs2)[C@@H](CO)[C@@H]2Cn3c(ccc(C4=CCCCC4)c3=O)[C@@H]21 | . | 0 | -21 | 5[16.7 µM] | 12 | -2.3 | 0 | .
COc1ccc(S(=O)(=O)N2CC[C@H]3[C@H](CO)Nc4ccc(C#Cc5cccnc5)cc4[C@H]32)cc1 | -1 | . | . | . | 2 | 5.9 | . | -12
CCCNC(=O)Nc1ccc2c(c1)OC[C@H](C)NC[C@@H](C)[C@@H](OC)CN(C)C2=O | 1 | 3 | -18 | 1[16.7 µM] | 1 | . | 1 | .
Cc1noc(C)c1S(=O)(=O)Nc1ccc2c(c1)C(=O)N([C@@H](C)CO)C[C@H](C)[C@H](CN(C)C(=O)CCC(F)(F)F)OCCCC[C@@H](C)O2 | . | -2 | . | 3[16.7 µM] | -12 | -1.4 | 3 | -9
Cc1nc(Sc2cccn2C)c(C(F)(F)F)c(=O)[nH]1 | -7 | . | -11 | -3 | 0 | . | 2 | -1
COc1ccc(S(=O)(=O)N(C)C[C@H]2Oc3ccc(NC(=O)Cn4cnnn4)cc3CC(=O)N([C@H](C)CO)C[C@@H]2C)cc1 | . | -4 | -14 | 2[16.7 µM] | 9 | -3.2 | -1 | -7
CC1CCCN(S(=O)(=O)c2cccc(-c3cn4cccnc4n3)c2)C1 (stereo not given) | . | 3 | 5 | 2 | . | . | 3 | -1
O=C(c1ccc(Cl)cc1)N1CCC(C(=O)N2CCCc3ccccc32)CC1 | 5 | 5 | -5 | 2 | -2 | -3.8 | 0 | 4
The list continues.
SMILES | FN deposit inh | Cneo AK release | Statin myotox sup | miR-122 sensor | INS-1E GSIS act | CFTR F508del cor | PglD inh | PGC1a acetyl inh
O=[N+]([O-])c1ccc2cccnc2c1 | -2 | -1 | -9 | -1 | 0 | -3.2 | 4 | 8
COc1cccc(CNC(=O)c2ccccc2N)c1 | . | -2 | 54 | 4 | . | . | -11 | 3
Cc1ccc(/C=C/C(=O)O)cc1S(=O)(=O)NC1CCS(=O)(=O)C1 (stereo not given) | . | . | 3 | -1 | 0 | 1.2 | . | 44
CO[C@@H](CN(C)C(=O)c1ccc2c(c1)OCO2)[C@@H](C)CN([C@@H](C)CO)S(=O)(=O)c1ccc(F)cc1 | -14 | 9 | -8 | . | 9 | -1.0 | 4 | -1
COc1ccc(C(C)C)cc1S(=O)(=O)N1CCC(C(=O)NCc2cccnc2)CC1 | 0 | 1 | -29 | -3 | 9 | -3.4 | -5 | -20
C=C[C@]1(C)C=C2CCC3[C@](C)(CCC[C@@]3(C)C(=O)O)C2CC1 (stereo not given in full) | . | -3 | 2 | -1 | . | . | 4 | 4
COc1ccc2[nH]c(C)c(C(=O)CN3CC(C)OC(C)C3)c2c1 (stereo not given) | . | 3 | 6 | 2 | -1 | . | 6 | 14
CN(C)C(=O)c1cc(Br)ccc1Cl | -2 | 0 | 7 | -9 | . | . | -1 | 10
O=C(NCC[C@@H]1CC[C@H](NS(=O)(=O)c2cccc(F)c2)[C@H](CO)O1)C1CCCC1 | -12 | -1 | -2 | -3[16.7 µM] | 3 | -2.4 | 1 | 4
CCOc1cc(NC(=S)NCCCN2CCOCC2)c(OCC)cc1NC(=O)c1ccc(OC)cc1 | -2 | 1 | -5 | -6 | -1 | -0.2 | 1 | -13
Cc1ccc(C)c(Nc2nc3ccc(C)cc3n3cnnc23)c1 | 8 | -1 | -14 | 12 | -6 | -3.0 | -12 | -6
Cn1c(N)c(Br)c(-c2ccc(F)cc2)c(C#N)c1=O | -17 | . | 0 | -6 | 18 | -1.2 | . | -14
COc1ccc(C(=O)C2CCCN(Cc3ccc(C#CCCO)cc3)C2)cc1F (stereo not given) | 0 | . | . | . | -4 | -0.2 | . | -2
COCCN(Cc1cccs1)S(=O)(=O)c1csc(C(N)=O)c1 | -6 | 1 | -4 | -7 | 123 | 3.7 | 7 | 2
NCCC(=O)NCCc1cnc[nH]1 | 14 | 2 | 1 | 1 | . | -0.3 | 3 | -2
O=C(O)C1CC1C(=O)Nc1nc2c(Cl)cccc2s1 (stereo not given) | 6 | . | -4 | . | 3 | -0.7 | . | .
C/C(=C(\C#N)C(=O)NCCCN1CCOCC1)N(C)C | . | 1 | -4 | -3 | 3 | . | -6 | -1
O=C(c1ccccn1)N1C[C@H]2[C@@H](c3ccccc31)[C@@H](CO)N2C(=O)Nc1ccccc1 | . | 3 | 6 | 0[16.7 µM] | -10 | 3.9 | 0 | 9
Cc1ccccc1NC(=O)Cn1c(=O)n(-c2ccc(CC(=O)NCC3CCCO3)cc2)c(=O)c2ccccc21 (stereo not given) | -18 | . | 2 | 0 | -6 | 1.5 | . | .
C[C@H]1CN([C@@H](C)CO)C(=O)c2c(c3ccccc3n2C)-c2ccccc2CO[C@@H]1CN(C)Cc1ccc(C(=O)O)cc1 | 1 | -5 | . | . | 12 | 0.5 | 1 | -6
O=C(Cc1ccccn1)NCC[C@@H]1CC[C@H](NS(=O)(=O)c2ccc(F)cc2)[C@H](CO)O1 | . | 2 | -2 | . | 5 | 4.8 | -1 | 24
C[C@H]1CN([C@@H](C)CO)S(=O)(=O)c2ccc(C3=CCCC3)cc2O[C@H]1CN(C)Cc1cncnc1 | . | -1 | 3 | 4[16.7 µM] | -3 | 1.8 | 0 | -64
COc1ccc(C(C#N)=Cc2ccccc2OC)cc1 | 8 | 1 | -7 | 5 | 15 | 7.4 | . | -3
CCC(=O)N1CCCCN2[C@H](CO)[C@@H](c3ccc(-c4cccnc4)cc3)[C@@H]2C1 | . | -1 | 1 | 3[16.7 µM] | 12 | 2.1 | 4 | 3
O=C(N/N=C/c1ccc[nH]1)c1c[nH]c2ccccc12 | -8 | 0 | -8 | -26 | . | -2.5 | 6 | 0
Next records follow.
SMILES | FN deposit inh | Cneo AK release | Statin myotox sup | miR-122 sensor | INS-1E GSIS act | CFTR F508del cor | PglD inh | PGC1a acetyl inh
CNC[C@@H](C)NC[C@@H](Cc1ccccc1)NCCc1ccccc1 | -16 | 1 | -6 | -9 | . | -9.2 | -2 | -20
COc1cc(NC(=O)CN2c3cccc4cccc(c34)S2(=O)=O)cc(OC)c1OC | . | 2 | 15 | -7 | . | . | 3 | 5
C[C@H](CO)N1C[C@H](C)[C@H](CN(C)C(=O)Nc2ccccc2)OCc2cn(nn2)CCCC1=O | 0 | -6 | 4 | 3[16.7 µM] | 2 | -0.7 | 2 | -8
O=C1CC(NS(=O)(=O)c2cccnc2)CN1c1ccc(F)cc1 (stereo not given) | 5 | 1 | . | . | -1 | 1.6 | 6 | .
O=c1oc2ccc(Cl)cc2cc1-c1nnc(Nc2cccc(C(F)(F)F)c2)s1 | -2 | 3 | 7 | -4 | . | 2.7 | . | 11
C[C@@H]1CN([C@@H](C)CO)C(=O)c2cc(NC(=O)NC3CCCCC3)ccc2O[C@@H]1CN(C)C(=O)Nc1cccc2ccccc12 | . | -3 | 18 | 3[16.7 µM] | 2 | 1.0 | 1 | -3
CCOc1ccc(CC(=O)C2=C(N3CCOCC3)CC(C)(C)CC2=O)cc1OCC | -15 | 0 | -4 | -5 | 14 | -0.6 | -1 | 6
COc1ccc(S(=O)(=O)N[C@H]2CC[C@H](CCNC(=O)CN3CCOCC3)O[C@@H]2CO)cc1 | 5 | 2 | 0 | . | -1 | -2.0 | -1 | 8
COC(=O)CCCCCCCCCCN1CCCCC1 | -5 | -2 | -18 | -2 | 6 | . | -3 | -4
Cc1nn(CC(=O)NCCc2ccccc2)c(=O)c2cccn12 | 2 | 2 | -7 | -4 | 22 | 0.6 | 3 | -3

As entered above:
Reading for Cc1nn(CC(=O)NCCc2ccccc2)c(=O)c2cccn12 in Cneo AK release: 2
Reading for CNC[C@@H](C)NC[C@@H](Cc1ccccc1)NCCc1ccccc1 in Cneo AK release: 1
